Giardia killer: kills Giardia lamblia. Giardia lamblia trophozoite viability. activity change, % at 7.66 µM, hits read low. 340,000 compounds, 0.15% hits. AID 540267; in the data active means activity change below about -80%; inconclusive means between about -30% and that limit;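 further: parasites exposed to compound for two days anaerobically before the ATP read; on the % scale 0 is the no-effect control and ±100 the full control effect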
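Trophozoites 100 cells/well + cpd; 48 hrs, 37 deg C, anaerobic. ATPLite 1-Step added, 15-30 min RT, luminescence read (ATP-based viability).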
A-T KAP1 phos: candidate therapy for ataxia-telangiectasia | […] A-T fibroblasts, KAP-1 phosphorylation AlphaLISA; neocarzinostatin DNA damage 30 min before lysis | Potency, µM (series often up to 57.5 µM), without a hit: top-dose activation, hits mostly activators | 320,000 compounds, 0.19% hits; further: potency means the concentration at half of the fitted maximal effect; % of control where 0% means no effect; nearly all actives have a fitted effect of over 45% in size
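hTERT-immortalized A-T patient fibroblasts ([…]), 500 cells/well in OPTI-MEM, 1% FBS, got compounds for 60 min, then NCS for 30 min at 37C. Lysates were then assayed for phospho-KAP-1 by AlphaLISA (anti-pKAP1 donor, anti-KAP1 acceptor beads), 6 hr at 25C.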
Tb PFK inh: inhibitors of T. brucei phosphofructokinase. O15648. T. brucei PFK, ADP-Glo luminescence. Potency, µM (titrated, usually from 57.5 µM), without a hit: at the highest dose activity, negative = inhibition, usual class: inhibitors. 330,000 compounds, 0.17% hits;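 further: potency means the concentration at half of the fitted maximal effect; 0% = uninhibited 1x PFK enzyme wells and -100% = no-enzyme wells; nearly all actives have a fitted effect of over 60% in size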
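In TEA buffer at pH 8.0 with 5 mM MgCl2, enzyme (1.25 nM) converted F6P (0.5 mM) and ATP (0.1 mM) for 45 min at room temperature. ADP product was read by luciferase luminescence.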
FBPA coupling cs: counter-screen for Giardia aldolase inhibitors: coupling enzyme system | coupling enzyme system counterscreen, AmpLite Red fluorescence | AID 2472 | 290,000 compounds, 0.67% hits | activity change, negative = inhibition, % at 58.2 µM, hits read low; in the data active means activity change below about -30%; further: on the % scale 0 is the no-effect control and ±100 the full control effect
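Compounds tested against the coupling enzymes alone at 57.5 uM final; readout was AmpLite Red fluorescence (525/598 nm) after 20 min at RT.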
Chronic BCR inh: chronic active BCR signaling inhibition | ABC-DLBCL IkBa-CBG/CBR reporter, luminescence ratio, 4 h | Potency, µM (top dose mostly 46.1 µM), inactives show at the top dose ratio change, negative = lower green/red ratio, usual class: inhibitors | 340,000 compounds, 0.05% hits; active means well fitted inhibition curve with a large enough effect in the signal ratio, with a control signal flat, not every such curve was filed as active; inconclusive means small, poorly fitted or top-dose-only effect, or effect the other way, or a change in a side signal; the % refers to the signal ratio;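 further: potency means the concentration at half of the fitted maximal effect; plate controls were basal doxycycline-induced cells for no effect and cells given 10 µM MG132 for full effect; MG132 reads +100%, hits lower the ratio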
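Concentration-response series (up to 46 uM) were applied to TMD8 dual-reporter cells for 4 h at 37C with doxycycline. Green/red ratio, after filter-overlap correction, defined %Activity; red signal alone was normalised to basal cells and zero luminescence.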
TCR act: T cell receptor activation; primary human leukocytes, anti-CD3, IL-2 HTRF, 48 h; Potency, µM (doses to about 9.22 µM), without a hit: top-dose activation of IL-2 secretion, usual class: activators; 330,000 tested, under 10 active; further: % of control where 0% means no effect
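Using a-CD3 beads without co-stimulation, primary human leukocytes were exposed to compounds for 48 hr. An HTRF IL-2 kit measured the cytokine, with europium-to-d2 energy transfer producing emission at 665nm upon 320nm excitation.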
TSHR antagonist: antagonists of human thyroid stimulating hormone receptor; P16473; TSHR-expressing cells, TSH-stimulated cAMP HTRF, 2 h; hits give low values; activity change, negative = inhibition, % at 11.5 µM; 330,000 compounds, 0.2% hits; AID 504810;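 active means activity change below a set negative limit, meaning inhibition stronger than a set level, cut at about -70% in these data; inconclusive means activity change between two set negative limits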; further: on the % scale 0 is the no-effect control and ±100 the full control effect
Target sequence (P16473 whole entry, looked up): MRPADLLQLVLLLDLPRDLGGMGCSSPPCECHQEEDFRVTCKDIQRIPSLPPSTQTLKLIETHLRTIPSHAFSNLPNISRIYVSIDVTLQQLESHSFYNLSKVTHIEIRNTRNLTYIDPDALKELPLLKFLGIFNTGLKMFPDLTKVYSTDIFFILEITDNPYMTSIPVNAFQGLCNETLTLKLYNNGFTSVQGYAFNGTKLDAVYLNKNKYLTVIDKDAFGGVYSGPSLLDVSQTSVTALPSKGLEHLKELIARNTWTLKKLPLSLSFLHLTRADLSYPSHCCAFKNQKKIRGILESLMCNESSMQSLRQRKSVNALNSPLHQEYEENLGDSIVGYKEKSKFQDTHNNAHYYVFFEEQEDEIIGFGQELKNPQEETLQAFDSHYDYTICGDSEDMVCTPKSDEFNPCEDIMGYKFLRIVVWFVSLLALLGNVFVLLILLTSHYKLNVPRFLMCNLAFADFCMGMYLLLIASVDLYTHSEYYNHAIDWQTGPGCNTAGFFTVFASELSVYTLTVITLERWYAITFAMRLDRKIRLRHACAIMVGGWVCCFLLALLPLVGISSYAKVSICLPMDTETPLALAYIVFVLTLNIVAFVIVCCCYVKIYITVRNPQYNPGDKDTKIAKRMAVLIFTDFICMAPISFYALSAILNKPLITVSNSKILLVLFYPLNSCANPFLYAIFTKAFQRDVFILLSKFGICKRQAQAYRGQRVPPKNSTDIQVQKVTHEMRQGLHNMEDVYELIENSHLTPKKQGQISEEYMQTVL
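Inhibition of cAMP made by TSHR-expressing cells under TSH stimulation (4nM final, EC80; 2 h, 37 deg C) is quantified with a one-step lysis HTRF kit, anti-cAMP cryptate versus cAMP-d2.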
hERG WT inh: KCNH2 (human, wildtype) channel inhibition; 340,000 compounds, 0.37% hits; Q12809; activity change, % at 1.84 µM; AID 720551; U2OS, BacMam KCNH2, thallium flux FluxOr; hits give low values;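 active means maximum activity change below -70%; inconclusive means maximum activity change between -70% and -50%; inactive means maximum activity change above -50%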; further: on the % scale 0 is the no-effect control and ±100 the full control effect
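U2OS cells transduced with wild-type KCNH2 virus are loaded with FluxOr dye for 45 min, and thallium flux is measured in kinetic reads before and after stimulation buffer. Rate constants are normalized to DMSO controls.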
MLL CXXC-DNA inh: blocks binding of human MLL CXXC domain to DNA; AID 2662; MLL-CXXC / FITC-HOXA9 DNA fluorescence polarization; Q03164; Potency, µM (highest dose often 115 µM), for the others: top-dose activity change, negative = inhibition, actives largely listed as inhibitors; 290,000 compounds, 0.037% hits; active means well fitted inhibition curve with a large enough effect in the polarisation, with a control signal flat, not every such curve was filed as active; inconclusive means small, poorly fitted or top-dose-only effect, or effect the other way, or a change in a side signal; inactive means no such curve, though single readings can be large or run the other way; the % refers to the polarisation; further: potency means the concentration at half of the fitted maximal effect
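Purified MLL-CXXC (added from a 7 uM solution) was preincubated 5 min at ambient with pinned compounds in 50 mM Tris-HCl pH 7.5, 50 mM NaCl, 1 mM DTT, 0.05% BSA. Fluorescein-labeled HOX-A9 DNA (50 nM solution) followed, 30 min, then polarization read.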
GALK inhibitor: galactokinase (human) inhibition; 270,000 compounds, 0.007% hits; P51570; Potency, µM (top dose mostly 57.5 µM), without a hit: at the highest dose activity change, negative = inhibition, hits mostly inhibitors; AID 1868; Purified GALK, Kinase-Glo residual ATP luminescence; further: potency means the concentration at half of the fitted maximal effect; on the % scale 0 is the no-effect control and ±100 the full control effect
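The enzyme phosphorylates galactose (100 uM) using ATP (35 uM); inhibition is detected as higher residual ATP, quantified by bioluminescence after 1 h reaction at room temperature, pH 8.0.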
* = called active by the depositor; i = inactive; ? = inconclusive; nt = no result given; & = joins results of further samples; [ ] = another dose, or the depositor's remark. Unless noted, the call rests on the fitted dose curve; in most records, active means well fitted curve in the direction sought with a large enough effect; inconclusive means small, poorly fitted or top-dose-only effect, or another doubt; inactive means no such curve, though single readings can be large; an effect the other way counts as inactive or inconclusive. Not a hit list. About 1.6% of those tested had a hit in this group.

molecule | FBPA coupling cs | Giardia killer | Chronic BCR inh | MLL CXXC-DNA inh | TCR act | A-T KAP1 phos | GALK inhibitor | hERG WT inh | Tb PFK inh | TSHR antagonist
CCOC(=O)C(NC(=O)c1ccccc1)(Nc1nnc(C)s1)C(F)(F)F (stereo not drawn) | 1.3 | 21.0 | -3.9% | -1.2% | 0.3%[46.1 µM] | 2.6% | -21.4% | 3.5 | -1.5% | -5.5
CN1CCN(c2ccc(NC(=O)c3ccc(C#N)cc3F)cc2Cl)CC1 | -0.5 | -6.6 | -7.8% | -0.2% | -2.0% | 1.4% | 2.0% | 20.0 | 0.3% | 14.2
CC(c1ccccc1)C1CC(=O)N(c2ccc([N+](=O)[O-])cc2)C1=O (stereo not drawn) | 0.1 | 15.1 | 3.3% | -9.1% | -4.1% | 1.4% | -0.5% | -1.3 | 1.4% | -12.1
CC1CCC(C(C)C)C(OCC(O)CNC(C)(C)C)C1 (stereo not drawn) | 1.1 | 4.7 | -1.0% | 2.7% | -0.7% | -6.9% | 3.9% | 9.4 | -1.7% | 0.2
COCCN1C(=O)N(c2ccccc2)C(=O)C1CC(=O)Nc1cc(OC)cc(OC)c1 (stereo not drawn) | 3.2 | 6.9 | -2.3% | -4.8% | 5.2% | -5.5% | -3.3% | -1.6 | 3.3% | -11.4
COc1ccccc1CN1CC(C(=O)N2CCCCO2)CCC1=O (stereo not drawn) | nt | -2.1 | 0.0% | 9.6% | -4.4% | -1.2% | -8.0% | 7.2 | 0.9% | 8.3
CCC(=O)N1CCCc2cc(S(=O)(=O)N3CCC(N4CCCCC4)CC3)ccc21 | -0.3 | -6.5 | -2.1% | 5.5% | -3.5% | -9.0% | -0.3% | 3.8 | 0.1% | -2.2
CCCCCC(=O)Nc1cccc(-c2nc3ncccc3o2)c1 | 3.5 | 66.6[activator] | 0.1% | -7.9% | -26.4% | -4.9% | -1.0% | 6.7 | -3.6% | 8.3
O=[N+]([O-])c1ccc(O)c(CSc2nnnn2-c2ccccc2)c1 | 7.6 | 16.3 | 3.8% | -9.7% | nt | 0.6% | 4.2% | -3.0 | 1.8% | -7.2
N#Cc1cnc(N)c(Br)c1 | -0.1 | 6.6 | ? | 4.1% | 4.6% | 4.6% | 8.3% | 1.0 | -5.4% | 1.4
COc1cccc(CN2CCNC(=O)C2CC(=O)N(C)Cc2cnccn2)c1OC (stereo not drawn) | 3.0 | 10.0 | -10.2% | 2.8% | 1.5% | -1.2% | 8.4% | -9.9 | -1.8% | 3.8
Cc1ccc(OCC(=O)O/N=C(\N)Cc2ccc(Cl)cc2)cc1 | 1.0 | 19.6 | ? | 6.9% | 1.6% | 1.1% | -0.3% | -4.4 | -1.2% | -23.4
CCCCN1CCC(COC(=O)c2cc(Cl)c(N)c3c2OCCO3)CC1 | nt | 33.6[activator] | 0.5% | 5.7% | 53.4% | -3.2% | nt | 20.1 | -5.2% | 23.3
CC1CCCCC1NC(=O)c1ccc(S(=O)(=O)NCC2CCCO2)cc1 (stereo not drawn) | 0.3 | 3.2 | -0.7% | -10.7% | -34.1% | -0.8% | 4.1% | -10.6 | 0.7% | 6.7
N#CCCN(Cc1cccnc1)C(=S)NC1CC2C=CC1C2 (stereo not drawn) | -2.0 | 3.8 | -6.6% | -3.4% | -1.5% | -3.4% | 2.8% | 1.8 | -3.4% | -3.2
CCOc1nc(C)ccc1-c1noc(-c2ccncc2)n1 | -1.7 | 6.3 | 0.7% | 7.5% | 3.1%[46.1 µM] | -0.1% | -2.2% | -9.3 | 7.9% | -16.7
COc1ccc(NC(=O)CN(C)C(=O)c2ccc(N3CCCC3)c([N+](=O)[O-])c2)cc1 | nt | 5.6 | -0.5% | nt | -6.5% | 3.5% | nt | -1.6 | -0.4% | 3.0
CCOC(=O)c1c(NC(=O)c2cccc(N3C(=O)CCC3=O)c2)sc(C)c1C | 0.6 | ? | -0.7% | -7.8% | 4.0% | 4.8% | 0.7% | -1.4 | 0.5% | -1.4
CCOc1ccc(NS(=O)(=O)c2ccc3[nH]cc(C(=O)NCCOC)c(=O)c3c2)cc1 | 5.5 | 4.6 | 3.9% | 9.1% | 1.9% | 0.8% | -0.3% | -0.5 | 0.3% | -3.9
COC(=O)C(C)N1CCC(=O)c2ccccc2S1(=O)=O (stereo not drawn) | 0.4&3.0 | 21.2&-14.5 | -3.0% | 6.5% | 3.7% | -10.8% | 2.8% | -10.0 | 3.6% | 1.3
CCOC(=O)c1cnc2c([N+](=O)[O-])cnn2c1C | -3.0 | 9.9 | 2.9% | -4.8% | -0.2% | 0.6% | 3.6% | 3.1 | -1.7% | 13.0
Cc1ccc(S(=O)(=O)N2[C@@H](c3ccc(Br)cc3)C(C(=O)O)=CC[C@H]2c2ccc(Cl)cc2)cc1 | nt | -3.8 | 1.5% | nt | -2.8% | 4.8% | nt | 3.3 | 1.8% | -25.1
Cc1ccc(-c2nnc(CCC(=O)NCc3csc(C)n3)o2)s1 | 2.6 | -29.4 | -1.1% | 11.0% | 11.7% | -23.1% | -1.9% | 2.6 | -0.5% | 5.1
Cc1nn(Cc2ccccc2Cl)c(Cl)c1/C=C/C(=O)OCC(=O)NC(N)=O | 4.2 | 1.0 | 10.9% | 0.4% | -0.7% | 3.4% | 2.4% | 13.3 | -1.1% | 4.0
CCOC(=O)C1CCN(CC(O)COCc2ccc(Cl)cc2)CC1 (stereo not drawn) | nt | 3.5 | ? | 3.7% | 1.6% | -1.2% | 3.2% | 1.1 | -6.5% | 12.7
CC1CN(CCOc2ccccc2-c2ccccc2)CC(C)O1 (stereo not drawn) | -11.8 | -16.8 | ? | -5.5% | 2.4%[46.1 µM] | 6.8% | 0.5% | 2.3 | -11.4% | 11.8
O=C(NCc1ccccn1)c1ccc(OC2CCN(Cc3ccc(Cl)s3)CC2)cc1 | nt | 24.9 | -9.5% | 11.3% | 1.0% | 4.9% | -0.4% | 14.0 | -2.4% | 26.0
Cn1cc(S(=O)(=O)Nc2ccc(F)c(Cl)c2)c(=O)n(C)c1=O | -0.2 | 6.1 | 0.9% | nt | -1.6% | 8.4% | nt | 1.2 | -2.0% | -2.6
CN(C)CCP(=O)(c1ccccc1)c1ccccc1 | -0.9 | 43.0[activator] | 1.2% | 10.6% | -6.0% | 0.2% | 5.6% | i | 4.4% | -7.1
O=C(COC(=O)c1ccc([N+](=O)[O-])o1)NC1CCCc2ccccc21 (stereo not drawn) | nt | 29.1 | -0.8% | nt | 1.4% | 11.1% | nt | -2.8 | -2.3% | -13.5
COc1cc(NC(=O)c2n[nH]c(=O)c3ccccc23)cc(OC)c1 | 1.9 | 27.8 | -6.2% | -9.5% | -7.3% | 4.5% | -0.8% | -0.9 | -5.8% | 7.2
Cc1c(C=O)c(=O)n(-c2ccccc2)n1-c1ccccc1 | 5.8 | 11.3 | ? | 4.4% | -2.4%[46.1 µM] | -3.6% | 2.7% | 3.0 | 0.1% | 1.9
Cc1ccc(/C=C2/SC(=S)N(CCC(=O)N3CCN(C)CC3)C2=O)cc1 | 3.8 | -13.4 | ? | 3.1% | -0.1% | -2.5% | 3.2% | 9.8 | -0.7% | 1.8
Cc1ccc2nc(C)cc(C(=O)OCC(=O)c3ccc(Cl)c([N+](=O)[O-])c3)c2c1 | 1.1 | 6.1 | ? | -15.0% | 0.1% | -5.7% | -0.7% | 3.3 | -6.2% | -12.5
CCOc1ccc(NC(=O)CN2CCCC2c2cccs2)cc1S(=O)(=O)N1CCCCC1 (stereo not drawn) | nt | -13.3 | ? | nt | -4.0% | 2.1% | nt | -6.9 | -3.4% | -2.1
Cc1onc(-c2c(Cl)cccc2Cl)c1C(=O)NNc1ccccc1 | -1.1 | -9.3 | -13.0% | 5.3% | 11.8% | -1.9% | 0.9% | 1.5 | 0.0% | 16.2
O=C(Nc1cc(C(F)(F)F)ccc1F)C1CCCCC1 | -5.1 | 2.9 | ? | -3.2% | 9.2% | 5.6% | -2.5% | -7.2 | 0.7% | 3.1
O=C(CCCCl)NC(=S)Nc1cc(C(F)(F)F)ccc1N1CCOCC1 | -5.5 | 1.0 | 0.2% | -0.3% | 2.3%[46.1 µM] | 1.2% | 1.5% | -6.7 | 1.2% | -2.3

Bioassay records from PubChem BioAssay.
